EWS-Fli inh – inhibitors of EWS/Fli oncoprotein transcriptional activity. A673 NR0B1-luciferase reporter, viability-normalised. inhibition, % at 12.6 µM. actives 0.67% (n = 350,000). AID 651661;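 active = mean inhibition of at least 50% after viability correction, with every replicate also passing that limit; inconclusive = mean reaches 50% but only one of two replicates passes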;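 also: firefly luciferase signal divided by Alamar Blue viability fluorescence both relative to DMSO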
Cneo AK release – Cryptococcus neoformans lysis via adenylate kinase release | C. neoformans lysis, adenylate kinase release luminescence, 4 h; normalised: neutral wells 0, clomiphene wells 100 | lysis activity, % at 15 µM | actives 0.2% (n = 360,000);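 active = mean lysis activity across replicates of at least 80%, whatever share of replicates individually reach that level; inactive = mean lysis activity below 80%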
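Test system: log-phase Cryptococcus neoformans yeast cells; Quantity: yeast cell density of 5 × 10^6 cells/mL; Buffer or medium: YPD; Doses: single compound concentration per well; Timing: 4 h at 37 °C static, read 1 h later; Measured by: AK luminescence; Read-out basis: lysis from increased AK signal; Control set: Clomiphene as positive control.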
PGC1a acetyl inh – modulators of PGC1a acetylation; U2OS PGC1a acetylation, AlphaScreen anti-acetyl-lysine; with virally co-expressed GCN5 acetyltransferase; inhibition, % at 15.6 µM; actives 0.17% (n = 350,000); AID 651687;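 active = every replicate shows inhibition of at least 40%; inconclusive = mean inhibition at least 40% but some replicate below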;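 also: 0% = neutral control wells and 100% = positive control wells; some results beyond the cut were filed as inactive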
LGR2 inh – inhibitors of bursicon-induced Drosophila LGR2 receptor cAMP signaling; HEK293 LGR2, CRE-luciferase, bursicon-stimulated, 4 h; inhibition, % at 9.99 µM; actives 0.35% (n = 380,000);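 active = drop in luminescence signal, shown as inhibition above about 50% in the replicate tests, limit read from the data, passing the limit was not always enough; inconclusive = probably only some replicates passing the limit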;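 also: agonist challenge used bursicon conditioned medium at about half maximal strength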
miR122 inh – blocks miR-122 activity in Huh7 sensor cells; Huh7 miR-122 Renilla luciferase sensor, 48 h; neutral wells = 0, positive control = 100; activation (reporter increase), % at 12.5 µM; actives 0.3% (n = 340,000);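 active = mean replicate activation score at least 90 and every replicate individually at or above 90; inconclusive = only one of the two criteria met; inactive = neither criterion met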;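 also: higher luciferase means less miR-122 activity so hits act as miR-122 inhibitors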
CASP6 VEID inh – caspase-6 (human) enzyme inhibition; P55212; AID 686996; purified caspase-6, Z-VEID-R110 cleavage fluorescence; inhibition, % at 12.5 µM; actives 0.53% (n = 350,000);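 active = mean inhibition across replicates at least about 35%, with every replicate also reaching that limit, limit read from the data; inconclusive = only one of the two criteria met; inactive = neither criterion met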;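 also: 0% = median of neutral control wells and 100% = no fluorescence left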
Target sequence (P55212 24-179 limits assumed): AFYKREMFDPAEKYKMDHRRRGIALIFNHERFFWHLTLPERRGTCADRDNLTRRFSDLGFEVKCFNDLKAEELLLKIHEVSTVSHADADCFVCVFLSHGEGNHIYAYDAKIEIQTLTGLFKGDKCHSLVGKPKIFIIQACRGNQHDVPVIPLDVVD
Target sequence (P55212 194-293 limits assumed): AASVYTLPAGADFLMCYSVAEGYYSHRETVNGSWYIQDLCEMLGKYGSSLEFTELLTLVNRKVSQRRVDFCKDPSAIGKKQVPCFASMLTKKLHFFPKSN
PAX8 inh HTS – inhibitors of PAX8 transcriptional activity in RMG-I cells; RMG-I TPO-luciferase reporter, SteadyGlo, 24 h; inhibition, % at 12.6 µM; actives 1.2% (n = 360,000);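 active = mean replicate inhibition at least 60% with every replicate also reaching 60%; inconclusive = only one of the two criteria is met; inactive = mean below 60% and not all replicates reaching 60%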;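 also: luciferase light reporting Pax8 driven TPO promoter activity; plate controls were median of neutral control wells for no effect and mitoxantrone controls for full effect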
FN deposition inh – fibronectin deposition inhibition; AH1F fibroblasts, Alexa488-fibronectin deposition fluorescence, overnight; inhibition, % at 12.6 µM; actives 0.086% (n = 350,000);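 active = mean inhibition across replicates of 30% or more, regardless of how many single replicates reach that level; inconclusive = mean under 30% yet at least half of replicates reach 30%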;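 also: positive control wells lacked labelled fibronectin entirely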
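Assay system: AH1F fibroblasts assembling fluorescent fibronectin matrix; Amount: 10000 AH1F cells per well; Buffer or medium: DMEM, 2% serum; Probe or stimulus: Alexa488-fibronectin, 24 nM final in well; Doses: single compound dose, delivered by pin transfer; Incubation: 1 h adhesion, overnight exposure; Measured by: fluorescence 485/525 nm; Read-out: fibronectin deposition inhibition.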
The depositor's hits bear a star; ? = inconclusive; . = not tested or not shown; [ ] = dose if it differs, or a comment. Compounds as they come; any-hit rate near 2.5%.

SMILES	EWS-Fli inh	Cneo AK release	PGC1a acetyl inh	LGR2 inh	miR122 inh	CASP6 VEID inh	PAX8 inh HTS	FN deposition inh
C[C@@H]1CN([C@@H](C)CO)C(=O)c2cc(NC(=O)CCN3CCOCC3)ccc2O[C@H]1CN(C)Cc1ccccc1	15	45	.	12	10[16.7 µM]	-3	-13	.
Cc1cccc(CN2C(=O)[C@H]3Cc4c([nH]c5ccccc45)C(C)(C)N3C2=O)c1	5	1	5	.	0	3	-6	0
COc1ccccc1NS(=O)(=O)c1ccc(C)c(C(=O)N2CCN(c3ccc(O)cc3)CC2)c1	3	.	.	16	.	-11	1	-1
Cc1ccc(CNC(=O)c2nnn(-c3cccc(C)c3)c2N)cc1	.	10	13	.	0	.	-21	14
CN(C1CCCC1)C1CCN(C(=O)CNC(=O)/C=C/c2ccc(F)cc2)CC1	20	8	.	-1	-16	-4	-13	5
O=C(Nc1ccccc1OC(F)F)c1cc2c(s1)CCC2	-74	-8	-8	16	-3	5	-98	-8
COCCNc1nc(NCCOC)c2sc(-c3ccccc3)cc2n1	-6	9	5	-5	-9	2	-20	.
CCOC(=O)C1CCN(C(=O)COC(=O)Cc2ccc(Cl)cc2)CC1	-1	6	8	-4	2	-1	-22	0
CSc1nnc(Cn2c(=O)sc3ccccc32)n1-c1ccccc1C	-14	50	3	12	8	0	-6	-23
Cc1cc(C)n(C(=O)Cn2nc([N+](=O)[O-])cc2C)n1	0	.	4	11	.	1	-3	3
CCc1cc(-c2onc(C)c2-c2cscn2)c(O)cc1OC	5	.	-8	17	.	3	4	13
CN(CCOc1ccc(Br)cc1)CC(O)c1ccccc1 (configuration not stated)	13	0	7	-9	-7	0	-3	-3
COc1cccc(CC(C(=O)Nc2cc(C)ccc2C)c2nn[nH]n2)c1OC (configuration not stated)	.	-1	-2	.	1	.	3	4
CC1CCN(C(=O)Cn2c3ccccc3c3nc4n(c(=O)c32)CCS4)CC1	3	0	10	10	-11	1	-2	-6
O=C(C1CCCCC1)N1C[C@H]2[C@@H](c3ccccc31)[C@@H](CO)N2Cc1ccccc1Cl	0	-3	-21	22	10[16.7 µM]	-5	35	.
COc1ccc(OC)c(C2CC(=O)N3CN(c4cccc(Cl)c4)CSC3=C2C#N)c1 (configuration not stated)	4	-2	-8	11	-8	5	-1	5
Cc1ccc(/C=C/C(=O)c2ccc(O)cc2)cc1	-78	.	-3	-40	.	3	-84	1
CC(=O)Nc1ccnn1C1CCN(C(=O)c2cccc(C)c2C)CC1	.	12	2	8	-5	0	7	-4
O=C(CC1CC1)N1CC2(C1)[C@@H](c1ccccc1)[C@@H](CO)N2S(=O)(=O)Cc1ccccc1	-3	.	-10	-16	.	-2	3	7
O=C(CN1C(=O)C(=O)c2ccccc21)OCN1C(=O)c2ccccc2C1=O	11	-1	10	.	-4	4	-16	4
Cc1ccccc1OCc1n(CC(=O)OC2CC(C)CCC2C(C)C)c2ccccc2[n+]1C (configuration not stated)	?	.	12	75*	.	2	105*	19
CCOc1ccc(CCNC(=O)c2cccc(S(=O)(=O)N3CCCCC3)c2)cc1OCC	11	.	-13	14	0	2	31	-4
CCC(CC)c1nnc(NC(=O)C23CC4CC(CC(NC(C)=O)(C4)C2)C3)s1	-2	-2	-2	-3	-8	0	11	.
O=C(Nc1ccc(Cl)cc1)c1cccc(OC(=S)N2CCOCC2)c1	.	0	-3	-27	5	1	17	7
Cc1ccc(-n2c(SCC(=O)N(C)C)nnc2-c2ccco2)cc1	11	3	2	2	2	-2	-4	4
CCOc1cc(C(=O)NCc2ccc(-c3nc4ccccc4o3)cc2)cc(OCC)c1OCC	.	7	8	32	-9	.	.	2
CCCCc1ccc(NS(=O)(=O)c2cccs2)cc1	.	0	-7	.	18	.	.	3
Cc1cc(C)nc(N2CCCC(C(=O)NCCc3ccc(F)cc3)C2)n1 (configuration not stated)	.	5	3	-3	-2	.	.	0
Cc1ccc(-c2ccc([C@H]3[C@@H](CO)N4CCCCN(S(=O)(=O)c5cccc(C)c5)C[C@H]34)cc2)cc1	1	2	-16	.	-18[16.7 µM]	0	73*	.
Cc1cccc(N2CCN(C(=O)c3c(-c4ccccc4Cl)noc3C)CC2)c1C	53*	-2	.	9	40	2	34	5
CC(C)(C)c1cc(N/C=C\c2nnnn2-c2ccc(Br)cc2)no1	.	0	6	.	3	.	.	0
COc1ccc(S(=O)(=O)N(C)C[C@@H]2OCCCC[C@@H](C)Oc3ccc(NC(=O)NC4CCCCC4)cc3C(=O)N([C@@H](C)CO)C[C@@H]2C)cc1	4	0	-9	3	7[16.7 µM]	-2	42	-15
Cc1cccc(N(C(=O)c2snc(C(N)=O)c2N)C(C(=O)NCC2CCCO2)c2ccc(N(C)C)cc2)c1C (configuration not stated)	1	0	.	16	-3	2	-5	-9
CCN(CC)CCn1c2c(c(SCC(=O)Nc3nc4ccccc4s3)nc1=O)CCC2	8	1	.	2	-1	-10	12	-5
CC(Sc1cccc(C(F)(F)F)c1)C(=O)NC(N)=O (configuration not stated)	.	7	2	.	4	.	.	-3
CCOc1ccc(Nc2nc(Nc3ccc(O)cc3)nc(C)c2[N+](=O)[O-])cc1	6	.	.	-13	.	0	11	-11
COc1cccc(S(=O)(=O)N[C@@H]2CC[C@H](CC(=O)NC3CCC3)O[C@H]2CO)c1	4	2	-2	-19	.	-5	2	.
CC1=NN(c2ccccc2)C(=O)/C1=C/c1cc(C)n(C2CC2)c1C	-83	.	2	-17	.	3	0	-3
CCCN(C)C[C@@H]1Oc2ncc(C#CCOC)cc2C(=O)N([C@@H](C)CO)C[C@@H]1C	-11	-3	1	4	-4[16.7 µM]	0	.	0
CCOc1cccc(=O)c2c(C)n(-c3ccc(C(=O)O)cc3)c(C)c12	-13	-2	10	-8	-11	33	6	0
CCc1ccc(NC(=O)CCCN2C(=O)C3CC=CCC3C2=O)cc1 (configuration not stated)	-29	-1	2	-73	3	0	-47	.
O=C(C[C@@H]1CC[C@@H](NC(=O)CN2CCOCC2)[C@@H](CO)O1)NCc1cccc(F)c1	-9	-1	2	-8	.	3	-5	-11
O=C(Nc1ccn(CC(=O)N2CCN(c3ccccn3)CC2)c(=O)n1)OCc1ccccc1	-1	1	-2	3	-5	-1	-9	-5
CCCc1cc(=O)n2nc(N3CCC(C(=O)N4CCN(c5ccc(OC)cc5)CC4)CC3)sc2n1	.	12	-2	2	-7	13	36	-8
CC=Cc1ccc2n(c1=O)C[C@H]1[C@H](CO)[C@@H](C(=O)N3CCCCC3)N(C(=O)CC)[C@@H]21 (mixture of isomers)	0	46	.	-1	.	-1	.	.
CCOc1cc(N2CCOCC2)c(OCC)cc1NC(=O)CN1C(=O)NC2(CCCCCCC2)C1=O	17	-1	-19	-2	5	4	12	.
CC(C)Cn1c(N)c(C(=O)COC(=O)c2cc(C3CC3)nc3ccccc23)c(=O)n(C)c1=O	2	.	.	?	.	-7	-1	-2
CC1CN(C(=O)c2cnn3c(C(F)F)cc(-c4ccccc4)nc23)CC(C)O1 (configuration not stated)	.	0	-5	.	-9	.	.	3
CSc1ccc(CN(C)C(=O)c2cc3ccccc3o2)cc1	-21	-2	-7	-73	7	-2	-25	1
CCCCn1c(N)c(N(CC)C(=O)CCNC(=O)NC23CC4CC(CC(C4)C2)C3)c(=O)[nH]c1=O	.	-1	0	-3	-10	5	9	4

Record cards (already shown). Order of screens: EWS-Fli inh	Cneo AK release	PGC1a acetyl inh	LGR2 inh	miR122 inh	CASP6 VEID inh	PAX8 inh HTS	FN deposition inh
CCCc1cc(=O)n2nc(N3CCC(C(=O)N4CCN(c5ccc(OC)cc5)CC4)CC3)sc2n1 is listed with .	12	-2	2	-7	13	36	-8
CCc1ccc(NC(=O)CCCN2C(=O)C3CC=CCC3C2=O)cc1 (configuration not stated) is listed with -29	-1	2	-73	3	0	-47	.
O=C(Nc1ccn(CC(=O)N2CCN(c3ccccn3)CC2)c(=O)n1)OCc1ccccc1 is listed with -1	1	-2	3	-5	-1	-9	-5
O=C(C[C@@H]1CC[C@@H](NC(=O)CN2CCOCC2)[C@@H](CO)O1)NCc1cccc(F)c1 is listed with -9	-1	2	-8	.	3	-5	-11
CSc1ccc(CN(C)C(=O)c2cc3ccccc3o2)cc1 is listed with -21	-2	-7	-73	7	-2	-25	1

The results go on:
SMILES	EWS-Fli inh	Cneo AK release	PGC1a acetyl inh	LGR2 inh	miR122 inh	CASP6 VEID inh	PAX8 inh HTS	FN deposition inh
CC(Oc1ccccc1)C(=O)Nc1ccc(S(=O)(=O)N2CCOCC2)cc1 (configuration not stated)	5	-1	13	10	-1	4	.	.
O=C(C[C@H]1C[C@H]2c3cc(NC(=O)NC4CCCC4)ccc3O[C@H]2[C@H](CO)O1)NCc1ccccc1F	3	-6	-1	4	5[16.7 µM]	3	13	5
CC(=O)c1ccc(NC(=O)c2ccc(NC(=O)CCS(=O)(=O)c3cccs3)cc2)cc1	-32	0	2	26	-6	-2	-122	6
Cc1ccc(S(=O)(=O)N(C)C[C@H]2OCCCC[C@@H](C)Oc3ccc(NC(=O)Nc4ccc5c(c4)OCO5)cc3C(=O)N([C@@H](C)CO)C[C@H]2C)cc1	-16	-3	-16	5	-9[16.7 µM]	-2	18	0
Cc1c(NC(=S)NC(=O)c2ccccc2)c(=O)n(-c2ccccc2)n1C	-70	-2	2	10	-10	2	7	-3
COc1ccc(S(=O)(=O)N(C)C[C@H]2OCCCC[C@@H](C)Oc3ccc(NC(=O)Nc4ccc5c(c4)OCO5)cc3C(=O)N([C@@H](C)CO)C[C@@H]2C)cc1	2	-1	1	-8	-5[16.7 µM]	-1	4	.
CCC(=O)N(C)C[C@@H]1Oc2ncc(-c3ccccc3C)cc2C(=O)N([C@@H](C)CO)C[C@@H]1C	-14	3	11	24	-9[16.7 µM]	1	.	-14
O=[N+]([O-])c1c(NCCCO)cc(SCc2ccco2)c2nonc12	1	.	.	-9	.	20	6	2
O=C(c1ccccc1)c1c(O)nc(-c2ccccc2)n(-c2ccccc2)c1=O	-23	2	.	-51	.	-1	30	-3
O=C(c1cccnc1)C1Cc2ccccc2C1=O (configuration not stated)	-2	2	.	2	.	1	12	5
O=C(CCNC(=O)N1CCn2c1nc1ccccc12)NCc1ccc(F)cc1	.	-12	-10	3	.	-4	-16	3
CC(C)C[C@@H](CNCC(=O)[C@H](C)NC(=O)c1[nH]cnc1C(=O)N[C@@H](C)CN)NC(=O)c1nc[nH]c1C(=O)N[C@@H](C)C(=O)O	-2	5	1	-29	-3	14	10	-15
Cn1c(=O)c2c(-c3ccccc3)n(-c3cccc(Br)c3)cc2n(C)c1=O	7	0	-33	-4	-1	-2	19	1
CCCC#Cc1ccc([C@H]2[C@H](CO)N3CCCCN(S(=O)(=O)c4ccccc4F)C[C@@H]23)cc1	-2	0	-1	0	0[16.7 µM]	1	-2	.
CCC(CO)Oc1cc(NCc2cccc(OC)c2)c2ncn(C(C)C)c2c1 (configuration not stated)	4	-5	0	13	-2	6	5	6
C[C@@H]1CN([C@H](C)CO)C(=O)c2cccc(NC(=O)C3CC3)c2O[C@H]1CN(C)C(=O)Nc1ccc(F)cc1	4	5	11	4	-6[16.7 µM]	0	-24	.
